# Screening data as filed in PubChem.
# mHTT CaM bind: inhibitors of human mutant huntingtin-calmodulin interaction | P42858 | AlphaScreen His-mHTT/GST-CaM binding, luminescence | inhibition, % at 15 µM | actives 3.6% (n = 190,000);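 also: 0% = both proteins with DMSO and 100% = one protein alone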
# Target sequence (P42858 whole entry, looked up, stated change not applied): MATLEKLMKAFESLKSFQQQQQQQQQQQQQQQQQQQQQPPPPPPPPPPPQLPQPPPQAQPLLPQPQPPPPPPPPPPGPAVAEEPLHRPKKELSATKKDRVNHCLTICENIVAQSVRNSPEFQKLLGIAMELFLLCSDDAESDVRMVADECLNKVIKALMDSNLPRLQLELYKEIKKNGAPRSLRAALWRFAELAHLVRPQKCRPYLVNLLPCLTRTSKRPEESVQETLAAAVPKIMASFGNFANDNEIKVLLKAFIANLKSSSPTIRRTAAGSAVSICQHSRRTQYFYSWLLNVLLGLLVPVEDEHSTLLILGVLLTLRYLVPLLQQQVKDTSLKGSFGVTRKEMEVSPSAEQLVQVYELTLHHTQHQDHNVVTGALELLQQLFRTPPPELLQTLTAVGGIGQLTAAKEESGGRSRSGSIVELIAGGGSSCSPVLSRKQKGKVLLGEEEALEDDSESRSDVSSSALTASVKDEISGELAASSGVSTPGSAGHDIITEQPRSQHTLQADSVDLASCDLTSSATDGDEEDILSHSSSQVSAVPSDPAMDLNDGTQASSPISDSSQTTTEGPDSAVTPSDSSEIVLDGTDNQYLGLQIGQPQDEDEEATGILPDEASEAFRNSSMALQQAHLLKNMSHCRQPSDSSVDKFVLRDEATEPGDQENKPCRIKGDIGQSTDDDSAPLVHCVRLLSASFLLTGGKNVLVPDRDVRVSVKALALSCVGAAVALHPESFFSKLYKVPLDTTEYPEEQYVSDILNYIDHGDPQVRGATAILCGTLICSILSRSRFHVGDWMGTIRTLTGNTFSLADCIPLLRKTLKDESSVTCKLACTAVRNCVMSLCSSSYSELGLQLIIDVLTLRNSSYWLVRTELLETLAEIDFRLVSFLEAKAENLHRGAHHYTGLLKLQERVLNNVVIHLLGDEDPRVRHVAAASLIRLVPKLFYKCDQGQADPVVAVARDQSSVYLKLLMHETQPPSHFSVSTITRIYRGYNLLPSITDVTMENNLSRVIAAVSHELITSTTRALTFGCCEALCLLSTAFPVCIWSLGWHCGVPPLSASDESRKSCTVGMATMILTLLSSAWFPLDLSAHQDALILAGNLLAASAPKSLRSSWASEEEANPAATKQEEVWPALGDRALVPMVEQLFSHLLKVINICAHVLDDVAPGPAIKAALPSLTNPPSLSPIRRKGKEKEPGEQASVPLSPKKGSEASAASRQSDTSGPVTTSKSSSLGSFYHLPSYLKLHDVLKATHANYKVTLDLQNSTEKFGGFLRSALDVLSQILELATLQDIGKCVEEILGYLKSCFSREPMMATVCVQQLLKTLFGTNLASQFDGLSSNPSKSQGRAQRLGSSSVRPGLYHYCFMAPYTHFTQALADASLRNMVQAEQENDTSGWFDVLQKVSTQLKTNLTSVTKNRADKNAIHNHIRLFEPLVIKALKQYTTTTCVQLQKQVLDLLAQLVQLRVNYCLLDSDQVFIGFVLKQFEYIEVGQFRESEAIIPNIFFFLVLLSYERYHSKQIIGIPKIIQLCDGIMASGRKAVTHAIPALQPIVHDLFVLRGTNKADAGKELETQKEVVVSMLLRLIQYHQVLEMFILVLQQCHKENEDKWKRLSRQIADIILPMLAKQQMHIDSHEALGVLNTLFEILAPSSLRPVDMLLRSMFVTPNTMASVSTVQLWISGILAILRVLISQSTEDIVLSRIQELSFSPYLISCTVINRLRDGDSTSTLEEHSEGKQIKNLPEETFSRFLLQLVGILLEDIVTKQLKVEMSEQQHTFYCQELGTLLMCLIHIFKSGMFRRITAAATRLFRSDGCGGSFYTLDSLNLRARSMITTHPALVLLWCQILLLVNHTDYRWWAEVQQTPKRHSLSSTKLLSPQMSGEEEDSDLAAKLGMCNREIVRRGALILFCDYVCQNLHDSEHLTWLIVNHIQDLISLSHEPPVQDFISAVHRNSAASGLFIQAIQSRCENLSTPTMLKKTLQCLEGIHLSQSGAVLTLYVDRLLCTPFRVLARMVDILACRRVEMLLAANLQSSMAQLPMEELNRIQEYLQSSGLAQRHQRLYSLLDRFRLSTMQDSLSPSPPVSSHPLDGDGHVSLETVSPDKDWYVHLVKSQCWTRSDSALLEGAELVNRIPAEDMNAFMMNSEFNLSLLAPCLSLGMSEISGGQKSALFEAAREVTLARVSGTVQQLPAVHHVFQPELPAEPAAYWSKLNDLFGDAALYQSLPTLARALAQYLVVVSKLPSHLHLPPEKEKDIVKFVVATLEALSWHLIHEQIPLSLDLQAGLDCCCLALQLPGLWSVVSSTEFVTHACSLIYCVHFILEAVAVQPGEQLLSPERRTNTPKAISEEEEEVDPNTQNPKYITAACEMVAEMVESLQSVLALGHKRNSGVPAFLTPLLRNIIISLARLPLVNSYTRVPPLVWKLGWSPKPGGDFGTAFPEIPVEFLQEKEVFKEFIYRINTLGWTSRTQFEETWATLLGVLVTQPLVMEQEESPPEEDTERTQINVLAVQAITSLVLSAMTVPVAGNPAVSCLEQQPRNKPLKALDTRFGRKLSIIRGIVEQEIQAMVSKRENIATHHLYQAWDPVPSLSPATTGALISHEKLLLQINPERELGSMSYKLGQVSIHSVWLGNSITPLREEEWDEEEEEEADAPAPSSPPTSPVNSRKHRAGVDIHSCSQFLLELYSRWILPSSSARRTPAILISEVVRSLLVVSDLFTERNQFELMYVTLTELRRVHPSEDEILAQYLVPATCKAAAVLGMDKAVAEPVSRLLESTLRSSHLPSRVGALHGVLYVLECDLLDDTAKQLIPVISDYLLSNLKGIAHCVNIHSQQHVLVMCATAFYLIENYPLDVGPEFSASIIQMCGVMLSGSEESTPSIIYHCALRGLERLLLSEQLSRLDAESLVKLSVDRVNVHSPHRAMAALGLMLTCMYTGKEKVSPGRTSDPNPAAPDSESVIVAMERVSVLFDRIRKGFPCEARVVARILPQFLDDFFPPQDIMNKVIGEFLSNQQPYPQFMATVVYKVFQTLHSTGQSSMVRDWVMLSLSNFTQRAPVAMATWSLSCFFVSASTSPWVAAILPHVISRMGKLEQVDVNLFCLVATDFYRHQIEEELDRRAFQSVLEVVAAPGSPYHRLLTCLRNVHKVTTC
# Pf apPOL block: Pf-apPOL DNA polymerase inhibition. actives 0.25% (n = 210,000). inhibition, % at 10 µM. Recombinant Pf-apPOL, molecular beacon fluorescence, 1.5 h
# * marks the source's active call; other numbers are inactive results; i = inactive; x = no result given; + = active, no number; & = joins results of further samples. Rule as the data show it: active = inhibition above about 50%; inactive = the rest.
SMILES,mHTT CaM bind,Pf apPOL block
Nc1cc(=O)[nH]c(SCC(=O)N2c3ccccc3Sc3ccccc32)n1,15,-7
Cc1ccc(S(=O)(=O)c2nc(-c3cccs3)oc2SCC(=O)NCC2CCCO2)cc1 (stereo not drawn),21,-1
COc1ccc(OC)c(NC2OC(=O)c3c2ccc(OC)c3OC)c1 (stereo not drawn),8,-6
O=C(Cn1cnc2c(oc3ccccc32)c1=O)Nc1cccc(Br)c1,-6,1
C#CCOC(=O)NC(=O)c1ccc(C(F)(F)F)cc1,x,-4
CCn1cc(CN2CCC(C(=O)N3CCCCCC3)CC2)c2cc(OC)ccc21,19,-2
COc1ccc2c(c1)OCC/C2=N\OC(=O)c1ccc(Cl)cc1,i,2
Cc1nnc2n1CCN(C(=O)c1n[nH]c3ccccc13)C2,0,0
O=[N+]([O-])c1cc2c3c(c1)C1C=CCC1CN3CC1CC=CC21 (stereo not drawn),5,2
Cc1nc2cc(N3CC(C(=O)Nc4ccc(F)c(C)c4)CC3=O)ccc2o1 (stereo not drawn),1,-3
Cc1ccsc1C(N)=S,x,0
COC(CNc1ncnc(N)c1[N+](=O)[O-])OC,0,-5
COc1ccc(NC(=O)c2cc3ccccc3o2)c(OC)c1,8,-4
Cc1nc(C(=O)NCc2ccco2)c(C)n1C1CCN(S(C)(=O)=O)CC1,2,-10
CC(=O)Nc1cccc(N2CC(C(=O)Nc3ccc(Cl)cc3C)CC2=O)c1 (stereo not drawn),0,0
Cc1cccc(Nc2nc(C)c(C(=O)N3CCCC3)s2)n1,5,-3
COc1ccc(C(=O)N2CCCC2c2cccc(F)c2)cc1OC (stereo not drawn),-1,-4
Cc1cccc(NC(=O)CNS(=O)(=O)c2cccs2)n1,-4,-4
Cc1ccc(S(=O)(=O)c2ccc(Cl)cc2)cc1S(=O)(=O)N1CCN(C)CC1,-2,-4
Cc1ccc(C(=O)NCC(C)C)c(C2CCN(C(=O)c3ccccc3)CC2)n1,-1,-7
O=C(NCc1ccc(C(F)(F)F)cc1)O[C@H]1CC[C@@]23CCCN2C(=O)CCC[C@H]3C1,20,-22
CCN1CCN(C(c2cccnc2)c2c(NC(=O)c3ccco3)sc(C)c2C)CC1 (stereo not drawn),18,-11
Cc1cccc(S(=O)(=O)N2CCSC2c2ccc([N+](=O)[O-])cc2)c1 (stereo not drawn),15,-3
CCCCCCNC(=O)c1cnn2c(C)c(Cc3ccccc3C)c(C)nc12,21,-10
COCCCNC(=O)c1cnn2c(C(F)(F)F)cc(-c3cccs3)nc12,10,-8
O=S(=O)(NCCc1ccc(F)cc1)c1ccc(Cl)cc1,-17,-7
COc1ccc(Cl)cc1C1=N/C(=C/c2cccs2)C(=O)O1,7,-2
CN1C(=O)S/C(=C\c2cn(Cc3ccccc3F)c3ccccc23)C1=O,7,-4
CC1C(=O)N(c2ccc3c(c2)OCO3)CCN1Cc1ccccc1F (stereo not drawn),11,0
O=C(Nc1nnc(CCS(=O)(=O)c2ccc(Br)cc2)s1)c1ccc(F)cc1,-2,-4
Cc1ccc(NS(=O)(=O)c2ccc(N3C(=O)c4ccccc4C3=O)cc2)cc1C,-1,-2
Brc1ccc(-c2csc(C=CC=CN3CCOCC3)n2)cc1,x,-5
COc1ccc(-c2cc(=O)c3c(OC)cc(OC)cc3o2)cc1,x,-20
CCOc1ccc(C2CC(c3ccc(Cl)cc3)n3ncnc3N2)cc1 (stereo not drawn),7,-6
Cc1nn(Cc2ccccn2)c(=O)c2c1cnn2-c1cccc(Cl)c1,-10,-5
C=CCOc1ccc(/C=C2/C(=N)N3C(SC)=NSC3=NC2=O)cc1OC,2,-9
Cc1ccc(NC(=O)Cn2ccc3sccc3c2=O)c(C)c1,-2,-3
C=CCn1c(SCC)nnc1-c1ccc([N+](=O)[O-])cc1,0,-10
CCCn1c(=O)cc(C)c2ccc(OCC(=O)N3CCCCC3)cc21,2,-4
CCOc1cc2c(cc1OCC)C(c1ccc(Cl)cc1)OC(=O)C2 (stereo not drawn),7,0
COC(=O)c1ccc(CSc2nnc(Cn3ccc(=O)[nH]c3=O)o2)cc1,-14,2
Cc1cc[n+](CC2OCc3ccccc3CO2)cc1,-3,9
Cc1nc(C(F)(F)F)ccc1C(=O)Nc1cccnc1N1CCOCC1,x,-3&-7
CNc1nc(Nc2ccc(F)cc2C)nc2ccccc12,-1,3
O=C(NCCN1CCCCC1)C1CCc2sc(C(=O)N3CCCCCC3)cc2C1 (stereo not drawn),6,2
Cc1cc(OCC(O)CNC(C)c2ccccc2)ccc1Cl (stereo not drawn),100*,-4
Cc1cccc(C)c1NC(=O)C1(NC(=O)Cn2cccc([N+](=O)[O-])c2=O)CCCCC1,0,-2
O=C(NCC1CCN(Cc2cccs2)CC1)Nc1cccs1,24,1
COc1ccc(NC(=O)c2ccc(N3CCNC(c4ccccc4)C3)nc2)c(OC)c1 (stereo not drawn),49,-1
N#Cc1cc2nc(O)c(O)nc2cc1[N+](=O)[O-],x,3
# Further compounds follow.
SMILES,mHTT CaM bind,Pf apPOL block
COc1ccc(NC(=O)c2nc(C)oc2C)cc1OC,-3,1
O=C(Nc1ncccc1O)c1c(O)c2cccc3c2n(c1=O)CC3,52*,-5
O=S(=O)(Nc1cccc(F)c1)c1ccc2nncn2c1,0,-2
Cc1ccc(N(CC(=O)N(C)C)S(C)(=O)=O)cc1C,2,-7
O=C(NC12CC3CC(CC(C3)C1)C2)c1c(O)c2cccc3c2n(c1=O)CC3,5,-3
CC(C)(C)N=C1Nc2ccccc2CNC12CCN(C(=O)c1ccsc1)C2 (stereo not drawn),16,-7
CN(Cc1ccccc1)Cc1c(F)cccc1F,-5,-5
COc1ccc(-c2nnc(N3CCC(C(=O)NCc4cccc(F)c4)CC3)o2)cc1,32,-3
Cc1cc(Br)c(NC(=O)CSc2nnc(COc3ccccc3)o2)cc1C,-4,0
O=C(Cc1ccc(Cl)cc1)N1CCN(c2ccc([N+](=O)[O-])cc2)CC1,1,3
COc1ccc(C)cc1NC(=O)COc1ccc(Br)cc1Cl,-1,1
O=C(NC1CCCC1)c1ccc(CS(=O)(=O)Cc2ccccc2Cl)o1,-5,-16
CCCCN(C)C(=O)CN1C(=O)NC2(CCC(C)CC2)C1=O (stereo not drawn),-6,34
O=C(NCCCc1ccccc1)O[C@@H]1CC[C@@]23CCCN2C(=O)CCC[C@H]3C1,-4,-10
CSC(N)=NN=Cc1ccc(N(C)C)cc1,x,-1
CCOC(=O)c1sc(NC(=O)c2ccc([N+](=O)[O-])s2)nc1-c1ccccc1,-11,-6
COc1cc(OC)c(C=C2C(=O)OC3(CCCCC3)OC2=O)cc1Br,-3,-10
COc1ccc(S(=O)(=O)Nc2nc3ccc(Cl)cc3s2)cc1,0,3
COc1ccc(N2C(=O)NC3CC2(C)Oc2c(OC)cccc23)cc1 (stereo not drawn),-5,3
CN1N=C2c3ccccc3CCC2C1c1cccs1 (stereo not drawn),x,2
CSCCC(N=C1NC(C)(C)Cc2ccccc21)C(=O)O (stereo not drawn),5&-7,-5&-2
COCCNC(=O)c1c(C)noc1-c1cccnc1,-8,-1
CCCC(=O)N1CCC2(CC1)SCC(=O)N2c1ccc(Cl)cc1,2,1
Cc1ccc(NC(=O)Nc2cccc(Cl)c2)nc1,4,0
CCCc1[nH]nc2c1C(c1cc3c(cc1[N+](=O)[O-])OCO3)C(C#N)=C(N)O2 (stereo not drawn),23,-2
CCCNc1cc(N2CCCC(CCC(=O)N3CCN(CCC)CC3)C2)ncn1 (stereo not drawn),6,-7
CC[C@@H]1[C@H]2CCCC(=O)N3CC[C@@H](C[C@@H]1Nc1ccccc1)[C@@H]23,9,-5
O=C(C=Cc1ccccc1)NCC1(O)CCOc2ccccc21 (stereo not drawn),0,-5
C=CCn1c(SCc2ccc(OC)cc2)nnc1-c1ccc(OC)cc1,1,-2
CC(C)(C)c1ccc(C(=O)OCc2ccc3c(c2)OCO3)s1,x,4
O=C(Nc1cnc(N2CCCCCC2)nc1)c1cccs1,-9,-1
O=C(NCc1ccccc1Br)C1CCCN(c2nnc3ccccn23)C1 (stereo not drawn),-1,-2
CCOC(=O)C[C@H]1c2cc(F)ccc2S(=O)(=O)N1c1ccccc1,-5,-6
COc1ccc(CNC(=O)c2ccc(N3CCNC(c4ccccc4)C3)nc2)c(OC)c1 (stereo not drawn),31,-10
O=C1OC(c2cccc([N+](=O)[O-])c2)=N/C1=C\c1cc(Br)cs1,92*,0
C=CCn1c(=O)c2c(ncn2Cc2ccccc2)n(-c2ccc(F)cc2)c1=O,-8,-2
Cc1ccccc1OCC(=O)N1CCC2(CC1)NC(=O)N(Cc1ccccc1Cl)C2=O,12,-6
Cc1cc(Cl)ccc1OC(C)C(=O)NCc1cccnc1 (stereo not drawn),8,2
COc1ccccc1NC(=O)CSc1nc(C)cc(C)n1,-4,6
Cc1n[nH]c(=O)nc1N/N=C/c1cccs1,+,x
CSc1nnnn1-c1ccc(C)c(Cl)c1,-18,-1
Cc1c(Cl)cccc1NC(=O)Cn1nnc(C(=O)NCc2cccs2)c1N,-1,7
CC1=NN(C(=O)CCCc2ccccc2)C(O)(c2ccc(Br)cc2)C1 (stereo not drawn),58*,1
O=C(c1noc2c1CCCC2)N1CCN(c2ccccn2)CC1,-5,-4
OC(CCN1CCCCC1)(c1ccccc1)C1CC2C=CC1C2 (stereo not drawn),x,-8
O=C(O)CSCC(=O)Nc1ccc(Oc2c(Cl)cccc2Cl)nc1,x,-2
Cc1ccnc(NC(=O)CSc2nc(C)cc(C)n2)c1,-2,-1
COc1ccc(N2CC(C(=O)NCCc3ccc(OC)c(OC)c3)CC2=O)cc1 (stereo not drawn),-2,-3
CC(NC(=O)c1cn2c(n1)CSCC2)c1ccc(F)cc1 (stereo not drawn),93*,-6
COc1ccc(C)cc1NC(=O)C(=O)NCC(C)(O)c1ccco1 (stereo not drawn),-15,2
# Next section.
SMILES,mHTT CaM bind,Pf apPOL block
CCCN(C)C(=O)Cc1csc2nc(C)cc(=O)n12,0,-5
Cc1nc(SCc2ccccc2F)[nH]c(=O)c1CC(=O)Nc1ccc2c(c1)OCCO2,-7,-9
CN(C)c1ncncc1N1CCC(C(=O)NCc2ccc(C(F)(F)F)cc2)CC1,33,0
Cc1ccc(NC(=O)CN2C(=O)C(c3ccc(F)cc3)=NC23CCCC3)cc1C,-9,-4
CCOc1ccc(NS(=O)(=O)c2cc(C(=O)O)ccc2OC)cc1,-4,2
CSc1nccc(-c2sc(-c3ccc(Cl)cc3)nc2C)n1,x,-1
O=C(NCc1ccc(F)cc1F)c1ccn2c(-c3cc(F)cc(F)c3)nnc2c1,0,-4
CC(=O)Nc1c2c(nn1-c1ccc(C)cc1)CSC2,21,-4
O=C(NCc1cccnc1)c1cc(S(=O)(=O)N2CCOCC2)ccc1F,-1,-4
CN(C)c1ccc(C(=O)N2CCCn3nc(-c4cccs4)cc3C2)cc1,16,-4
Cc1c(C(=O)Nc2ccc(CC(=O)NC3CC3)cc2)cnn1-c1ccccc1,-11,-1
O=C1CSC(c2ccccn2)N1c1ccccc1 (stereo not drawn),2,-66
CCCCSc1nnc(CSc2ncccn2)n1-c1ccc(OC)cc1,12,-9
O=c1[nH]nc(Sc2ccc(C(F)(F)F)cc2[N+](=O)[O-])n1-c1ccccc1C(F)(F)F,x,-8
O=C(Nc1cccnc1Cl)c1nn2c(c1Cl)NC(c1ccco1)CC2C(F)(F)F (stereo not drawn),4,0
CCCCn1c(Br)nc2c1c(=O)[nH]c(=O)n2C,-1,0
CCN(CC)C(=O)Cn1cnc2sc(C(=O)Nc3ccc4c(c3)OCO4)c(C)c2c1=O,-1,2
Cc1c(CN2CCSCC2)nnn1-c1ccc(F)cc1,-9,-5
CC1(C)COC(c2ccc(Cl)cc2)=N1,-2,-7
CCCCSc1nnc2c(n1)OC(CC)N(C(C)=O)c1ccccc1-2 (stereo not drawn),-2,-2
COc1ccc(C(=O)Nc2cccc(C)c2)cc1Br,-11,2
Cc1cc[nH]c1/C=C(/C#N)C(=S)S,6,x
COc1ccc(OC)c(NC(=O)C2c3cc(OC)c(OC)cc3C(=O)N(C)C2c2cccnc2)c1 (stereo not drawn),1,-13
Cc1ccc(S(=O)(=O)N2CCC(OCc3nc(C)no3)CC2)cc1,1,-6
Cc1cc(C)cc(NC(=O)C2CCN(c3cnc(N4CCCCC4)nc3)CC2)c1,-6,1
Cc1ccc(N2C(=O)Nc3ccc(Br)cc3C2(O)C(=O)N2CCCC2)cc1C (stereo not drawn),3,-9
